TEAD-YAP block – TEAD-YAP interaction inhibition; HEK-TIYL cells, TEAD-Gal4/YAP UAS-luciferase luminescence; inhibition, % at 9.12 µM; hit rate 1.4% among 640,000; AID 1259422; in the data active = inhibition above about 32%;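 also: 0% = median of test compound wells and 100% = reference inhibitor wells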
FBW7 activator – activators of human E3 ligase FBW7 | AlphaScreen FBW7–phospho-cyclin E peptide binding, activator screen | hit rate 0.13% among 650,000 | AID 1259310 | normalized activity (activation), % at 26.1 µM | Q969H0; in the data active = normalized activity above about 1.9%;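 also: purified mutant Fbw7 with reduced substrate affinity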
MITF inh – blocks human microphthalmia-associated transcription factor | O75030 | hit rate 0.91% among 650,000 | AlphaScreen MITF homodimerization, bead proximity signal | AID 1259374 | inhibition, % at 2.6 µM; in the data active = inhibition above about 50%;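 also: 0% = vehicle wells with protein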
Target sequence (O75030 whole entry, looked up): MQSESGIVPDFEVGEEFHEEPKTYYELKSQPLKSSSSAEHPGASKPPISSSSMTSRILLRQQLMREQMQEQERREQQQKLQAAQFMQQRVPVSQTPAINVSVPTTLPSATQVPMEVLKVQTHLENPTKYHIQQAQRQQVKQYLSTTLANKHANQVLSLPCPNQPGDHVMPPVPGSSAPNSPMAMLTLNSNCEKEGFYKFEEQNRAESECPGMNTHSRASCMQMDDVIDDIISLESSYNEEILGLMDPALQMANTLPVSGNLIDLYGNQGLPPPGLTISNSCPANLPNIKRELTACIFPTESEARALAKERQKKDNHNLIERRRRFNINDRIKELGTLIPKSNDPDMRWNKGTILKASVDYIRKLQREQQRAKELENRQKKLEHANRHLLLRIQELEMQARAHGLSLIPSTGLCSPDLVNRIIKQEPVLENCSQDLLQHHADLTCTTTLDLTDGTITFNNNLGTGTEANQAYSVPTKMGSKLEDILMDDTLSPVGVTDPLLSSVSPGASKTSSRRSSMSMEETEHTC
GPR151 activ – activates the human receptor GPR151; Q8TDV0; hit rate 1% among 650,000; PathHunter beta-arrestin GPR151 cells, luminescence; activation, % at 11.2 µM; in the data active = activation above about 4.9%;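 also: 0% = median of compound wells and 100% = cells with positive control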
Target sequence (Q8TDV0 whole entry, looked up): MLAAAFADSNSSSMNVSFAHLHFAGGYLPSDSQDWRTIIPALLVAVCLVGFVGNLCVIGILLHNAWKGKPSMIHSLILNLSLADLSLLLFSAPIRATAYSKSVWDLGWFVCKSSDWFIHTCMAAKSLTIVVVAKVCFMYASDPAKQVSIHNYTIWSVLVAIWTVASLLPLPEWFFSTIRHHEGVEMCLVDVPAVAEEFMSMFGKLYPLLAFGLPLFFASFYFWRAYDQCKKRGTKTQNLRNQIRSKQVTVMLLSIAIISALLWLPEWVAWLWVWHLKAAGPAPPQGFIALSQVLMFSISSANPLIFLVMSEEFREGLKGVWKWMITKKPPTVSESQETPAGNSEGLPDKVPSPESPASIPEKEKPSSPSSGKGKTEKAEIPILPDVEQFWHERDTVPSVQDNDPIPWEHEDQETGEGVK
Active calls of the source: *.

mol,TEAD-YAP block,FBW7 activator,MITF inh,GPR151 activ
COc1nc(N/N=C(/C)c2nonc2C)nc(N2CCOCC2)n1,-18,-0.2,1,1.2
O=C(CN1CCN(S(=O)(=O)c2ccc(F)cc2)CC1)c1ccc2c(c1)OCO2,1,-0.2,-8,0.4
Cc1cccc(N2CCN(S(=O)(=O)CCNC(=O)c3cc4ccccc4o3)CC2)c1,15,1.1,14,-0.6
CCN1CCN(C(=O)CCCN2C(=O)COc3ccc(C)cc32)CC1,8,0.6,8,-1.1
CC(C)C(NC(=O)c1ccc(C(C)(C)C)cc1)C(=O)O (stereo not given),-3,0.1,-2,1.4
CC(C)(C)SCCNC(=O)CSCc1ccc(Cl)cc1,0,-0.1,-15,0.1
Cc1cn[nH]c1C1CCCN(S(=O)(=O)c2cccs2)C1 (stereo not given),-3,0.0,0,0.2
CCc1ccc(NC(=O)CSc2nnc(-c3ccc(C)cc3)n2N)cc1,-3,-0.1,12,1.0
Cc1ccc(S(=O)(=O)n2nc(-c3cccnc3)nc2NCc2cccs2)cc1,12,0.0,17,-0.9
Cc1ccc(C)c(OCc2nnc(SCC(=O)Nc3ccc(S(N)(=O)=O)cc3)o2)c1,-1,-0.3,-8,-2.1
COc1ccc(C(=O)Nc2c3c(nn2C(C)(C)C)CS(=O)(=O)C3)cc1,-27,-0.1,-8,2.3
COc1nc(Nc2ccccc2)nc(-c2ccc(C(=O)NC3CC3)cc2)n1,-3,0.8,15,1.0
O=C(NC1CCCCC1)C1(S(=O)(=O)c2ccc(Cl)cc2)CC1,4,0.0,-9,-1.3
O=C1C(=O)N(CCc2ccc(O)cc2)C(c2ccc(Cl)cc2)/C1=C(/O)c1ccccc1 (stereo not given),7,0.0,6,0.0
COc1ccc(OC)c(NC(=O)c2c(NCc3cccs3)sc3c2CCC(C)C3)c1 (stereo not given),7,-0.2,-6,1.4
CC[N+](C)(CC)CCOC(=O)c1ccc(S(=O)(=O)N(C)C)o1,-2,0.2,3,0.0
CC1=C/C(=N\NC(=S)NCc2ccccc2)CC1,-1,-0.1,0,-1.5
c1ccc(Cn2c(CSc3nc4ccccc4[nH]3)nc3ccccc32)cc1,-13,0.0,-2,1.0
COc1ccc(C2c3c(n[nH]c3C)C(=O)N2c2ccc(C)cc2)c(OC)c1 (stereo not given),-1,0.4,9,0.3
C=CCN1C(=O)/C(=C\c2ccc(OC)cc2OC)SC1=S,5,-0.4,4,-0.6
O=C(/C=C/c1ccc(F)cc1)NCc1ccccn1,-5,-0.2,4,1.2
Nc1c(C(=O)OCC(=O)Nc2ccccc2Br)[nH]c(=O)[nH]c1=O,-2,0.1,-3,-2.3
CCOC(=O)c1c(NC(=O)CSc2nc(N)c3c4c(sc3n2)COC(C)(C)C4)sc2c1CCC(C(C)(C)C)C2 (stereo not given),-11,-0.2,-1,1.6
COc1ccc(Nc2nc(Nc3ccc(OC)cc3)nc(Sc3nncn3C)n2)cc1,11,0.0,6,-0.4
COc1ccc(-c2nc(CSCC(=O)NCCC(C)C)c(C)o2)cc1OC,4,-0.1,8,0.5
COc1cccc(OC)c1C(=O)Nc1cccc(-c2nc3ccccc3[nH]2)c1,-19,0.0,11,-0.1
CC(Sc1nncs1)C(=O)NC(C)c1ccccc1 (stereo not given),-2,0.1,-5,5.2*
COc1ccc(N2CCN(C(=O)c3cnc(N4CCN(c5ccccn5)CC4)c4ccccc34)CC2)cc1,-8,0.5,4,-0.8
O=C(COc1ccccc1)Nc1ncc(Cc2ccccc2)s1,17,0.0,-2,0.2
CCOc1ccc(NC(=O)NC2CCOC(C)(C)C2)cc1 (stereo not given),0,-0.1,8,1.0
CCOc1ccc2nc(Cl)c(CN(Cc3cccs3)C(=O)N3CCOCC3)cc2c1,27,0.4,9,-0.1
COc1ccc(NC(=O)CSCC(=O)Nc2ccccc2F)cc1,0,0.3,17,2.6
Cc1cccc(NC(=O)CC(NCCO)C(=O)O)c1 (stereo not given),-6,0.2,-9,0.7
O=C(COc1ccccc1)Nc1ccc(-c2cn3ccsc3n2)cc1,-7,0.7,18,-2.5
C=CCOC(=O)C1=C(C)N(CC)C(=O)NC1c1ccc(Br)cc1 (stereo not given),6,-0.4,-4,0.9
CCOC(=O)CNC(=O)CN1Cc2ccccc2C1=O,-8,-0.2,-1,2.2
CCCCn1c(=N)n(CCOc2ccc(OC)cc2)c2ccccc21,12,-0.1,-4,1.0
O=C(CN1C(=O)c2ccccc2C1=O)Nc1ccccc1C(=O)N1CCCCCC1,4,0.1,20,-0.3
COc1ccc(CCNC(=O)c2cc(-c3ccccc3OC)on2)cc1OC,0,0.0,-4,1.6
COC(=O)C1=C(C)N(C)C(=O)/C1=C\c1cccc([N+](=O)[O-])c1,5,0.2,7,-0.2
COc1ccc(NC(=O)c2cc(C)nc3ccccc23)cc1S(=O)(=O)N1CCCCC1,-3,-0.1,-2,8.4*
CCOC(=O)c1c(C)oc2ccc(N(C(=O)c3ccncc3)S(=O)(=O)c3ccc(CC)cc3)cc12,7,-0.1,2,-0.3
Cc1ccc(NC(=O)Cn2nnc(C(=O)Nc3cccc(F)c3)c2N)c(C)c1,1,0.0,1,-1.3
Cc1cc(N2CCN(C)CC2)nc2ccc(NC(=S)N3CCOCC3)cc12,-3,-0.1,-5,1.4
Cc1ccc(NC(=O)Cn2cnc3c(oc4ccccc43)c2=O)cc1Cl,1,0.0,6,1.1
COc1ccc(S(=O)(=O)Nc2ccccc2C(=O)O)cc1OC,0,0.2,1,-0.2
Cc1ccc(N(C(=O)c2ccco2)C(=O)N2CCCCC2)cc1,-5,0.1,-6,0.4
COc1ccc(/C(N)=N/OC(=O)c2cc(C)cc(C)c2)cc1OC,16,0.0,-2,-0.7
Nc1nc(-c2ccc(Cl)cc2)c(-n2cncn2)s1,-10,-0.1,-10,1.7
CCN(CC)CC(O)COc1cc([N+](=O)[O-])ccc1N1CCCC1 (stereo not given),10,-0.2,17,1.0
Cc1cccc2cc(CN(CCc3ccccc3)C(=O)C3CCC3)c3nnnn3c12,7,0.0,1,0.4
CCN(CC)CCNC(=O)CCCN1C(=O)COc2ccc(C)cc21,-4,-0.4,-11,-0.2
COc1c(Br)cc(Br)cc1C(=O)O,7,0.2,-1,-0.3
C=CCn1c(-c2ccccc2)csc1=Nc1cccc([N+](=O)[O-])c1,6,0.2,0,-0.7
COc1cc(C2CC(=O)Nc3cc4c(cc32)OCO4)cc(OC)c1OC (stereo not given),49*,-0.1,-7,-0.2
CC(=O)Nc1ccc(NC(=O)c2cccs2)c(C)c1,-2,0.2,-1,-0.8
CCN1C(=O)c2cccc3c(S(=O)(=O)NN4CCOCC4)ccc1c23,12,-0.1,22,0.1
CC(C)(C#N)NC(=O)Cn1nnc(-c2ccc([N+](=O)[O-])cc2)n1,-7,0.2,6,0.0
CC(=O)c1c(C)[nH]c(C(=O)Nc2ccc3nc(C)sc3c2)c1C,0,0.0,-16,-0.6
O=C(NCc1ccco1)c1ccc2c(c1)NC(=O)C(CSCc1cccc(F)c1)N2 (stereo not given),7,0.0,2,0.3

Carrying on.
mol,TEAD-YAP block,FBW7 activator,MITF inh,GPR151 activ
Cc1cc(C)cc(OCC(=O)N/N=C/c2ccc3c(c2)OCO3)c1,10,0.0,6,0.0
c1cc(-n2cnc3c(Nc4ccc5c(c4)OCO5)nc(Nc4ccc(N5CCOCC5)cc4)nc32)cs1,42*,-0.1,17,-0.4
COc1ccccc1/C=C/C=N/NC(=O)c1cc(C)[nH]n1,-24,0.1,18,-2.8
CC(=O)c1cccc(Nc2nc(-c3cccs3)cs2)c1,-59,-0.2,13,-0.1
CCOc1ccc(Nc2nc(N3CCOCC3)c3ccccc3n2)cc1,23,0.0,-1,0.5
CCC(CO)Nc1cc(N2CCOCC2)ccc1[N+](=O)[O-] (stereo not given),-10,0.1,-8,-1.5
COc1ccc(/C=C/C(=O)C(C)(C)OC(C)=O)cc1,-2,-0.1,-12,-1.4
O=C(O)C1C2CCC(C2)C1C(=O)Nc1nccs1 (stereo not given),-5,-0.1,-5,1.5
O=C(Nc1cccc(Cl)c1Cl)c1cc(S(=O)(=O)N2CCCc3ccccc32)ccc1F,3,0.0,8,-1.7
COc1ccc(C2CC(C(F)(F)F)n3ncc(C(=O)N4CCN(c5ccccc5)CC4)c3N2)cc1OC (stereo not given),10,-0.5,8,0.0
C=CCOc1ccccc1CNC1CCN(Cc2ccccc2)CC1,4,-0.1,53*,-1.4
Cc1ccc(C)c(NC(=O)c2cc3ccccn3n2)c1,-36,0.1,17,-1.6
CCCc1nn(CC(=O)N2CCC(C)CC2)c(=O)c2cc3ccsc3n12,3,0.1,0,-0.5
O=C(CSCc1ccc(Cc2ccc(CSCC(=O)Nc3ccccc3)cc2)cc1)Nc1ccccc1,35*,0.4,11,-1.3
COc1ccc(-c2nn(-c3ccccc3)cc2C(=O)Nc2ccc(F)cc2)cc1OC,9,-0.1,-1,-1.2
CC(C)(C)c1ccc(C(=O)NCC(c2ccc3c(c2)OCO3)N2CCOCC2)cc1 (stereo not given),-5,-0.1,6,0.4
COc1cc(OCC(=O)O)cc(OC)c1OC,0,-0.2,14,2.6
CCOC(=O)c1c(NC(=O)c2ccccc2F)sc2c1CCCC2=O,0,-0.2,-3,0.5
CCOCCSc1nnc(CNC(=O)c2ccc(F)cc2)o1,-3,-0.1,-8,2.1
C=CCn1c(O)c(N=NC(=O)C(=O)Nc2ccc(C(=O)O)cc2)c2ccccc21,-2,0.4,-15,-0.5
Cc1nc(C(=O)NC2CCCCC2)cc2c1[nH]c1ccccc12,-32,-0.3,-8,1.1
CC(=O)c1cccc(NS(=O)(=O)c2ccc3[nH]c(=O)ccc3c2)c1,0,0.1,0,-0.1
Cc1ccc(S(=O)(=O)CCc2nnc(N)s2)cc1C,3,0.0,6,2.1
O=C1CN=C(Nc2ccccc2)N1C1CCCC1,-10,0.0,3,0.4
CCOC(=O)C1=C(C)N=c2s/c(=C\c3ccc(-c4ccc(C(=O)OC)cc4)o3)c(=O)n2C1c1ccc(C(C)C)cc1 (stereo not given),-12,-0.1,-10,1.8
O=C(CCN1CCOCC1)c1ccc(F)cc1,-3,-0.3,-12,-0.4
COc1ccc(CCNc2cc(Nc3ccc(-n4ccnc4)cc3)ncn2)cc1,-14,0.0,12,0.9
CC(C)(C)/C(O)=C/c1nc2cccnc2[nH]c1=O,0,-0.1,4,-0.2
CCCOC(=O)C1=C(C)Nc2nnnn2C1c1ccccc1OCCC (stereo not given),15,-0.1,-9,0.2
CCc1ccc(-n2c(C)nc3cc(C(=O)NC(C)CC)ccc32)cc1 (stereo not given),5,-0.1,6,-0.7

By substructure, the entries above containing a furan ring, fused or not
mol,TEAD-YAP block,FBW7 activator,MITF inh,GPR151 activ
Cc1cccc(N2CCN(S(=O)(=O)CCNC(=O)c3cc4ccccc4o3)CC2)c1,15,1.1,14,-0.6
CC[N+](C)(CC)CCOC(=O)c1ccc(S(=O)(=O)N(C)C)o1,-2,0.2,3,0.0
CCOC(=O)c1c(C)oc2ccc(N(C(=O)c3ccncc3)S(=O)(=O)c3ccc(CC)cc3)cc12,7,-0.1,2,-0.3
Cc1ccc(NC(=O)Cn2cnc3c(oc4ccccc43)c2=O)cc1Cl,1,0.0,6,1.1
Cc1ccc(N(C(=O)c2ccco2)C(=O)N2CCCCC2)cc1,-5,0.1,-6,0.4
O=C(NCc1ccco1)c1ccc2c(c1)NC(=O)C(CSCc1cccc(F)c1)N2 (stereo not given),7,0.0,2,0.3
CCOC(=O)C1=C(C)N=c2s/c(=C\c3ccc(-c4ccc(C(=O)OC)cc4)o3)c(=O)n2C1c1ccc(C(C)C)cc1 (stereo not given),-12,-0.1,-10,1.8

(listing goes on)
Sequence of screens: TEAD-YAP block	FBW7 activator	MITF inh	GPR151 activ
> CCOC(=O)c1c(NC(=O)Cc2ccc(Cl)cc2)sc(C(=O)Nc2ccc(C)cc2C)c1C
→ 4	0.1	5	-0.8
> COc1ccc(OC(C)C(=O)O/N=C(\N)c2cccc([N+](=O)[O-])c2)cc1 (stereo not given)
→ -1	-0.1	-12	1.0
> Cc1cc2nnc(SCC(=O)Nc3ccc(S(N)(=O)=O)cc3)n2c2ccccc12
→ -5	-0.1	3	-0.2
> O=C(COC(=O)c1ccc(N2C(=O)c3cccc([N+](=O)[O-])c3C2=O)cc1)c1ccccc1
→ 0	-0.1	2	-2.7
> Nc1ncnc(NCc2ccccn2)c1[N+](=O)[O-]
→ 0	-0.1	0	1.0
> COc1ccccc1-c1n[nH]c2nc(C)cc(=O)n12
→ -2	-0.1	-4	0.4
> CCn1cc(C=O)c2cc(S(=O)(=O)N3CCOCC3)ccc21
→ -6	-0.2	-2	-0.5
> COc1ccc(C2(CNC(C)=O)CCOCC2)cc1OC
→ 0	0.0	3	4.0
> COc1cccc(C(=O)N2CC(=O)Nc3ccc(C)cc3C2c2ccccc2)c1OC (stereo not given)
→ 1	-0.1	3	-0.8
> O=C(NCC1CCCO1)c1ccc(NC(=O)c2cccc(Br)c2)cc1 (stereo not given)
→ 0	-0.1	1	-0.4

Source: PubChem
